CHO-K1 Ca antag: M1 antagonist counterscreen hit in parental CHO-K1 cells | 360,000 compounds, 0.6% hits | ATP-induced calcium, Fluo-8 fluorescence | inhibition, % at 3 µM | AID 602250;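 active means inhibition above a per-plate cutoff, the plate's mean sample inhibition plus 3 SD, cut at about 24% in these data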;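 further: 0% = DMSO plus EC80 ATP and 100% = DMSO alone without ATP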
CHO-K1 Ca PAM: nonselective activator or artifact in parental CHO-K1 calcium assay. ATP EC20, Fluo-8 calcium fluorescence; 0% at ATP EC20, 100% at ATP max. 360,000 compounds, 0.02% hits. activation, % at 3 µM. AID 602247;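 active means activation above the run cutoff, the mean activation of all test compounds plus 3 SD, cut at about 40% in these data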;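 further: peak over basal fluorescence ratio in a 140 s read after ATP addition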
CHO parental Ca: counter-screen: ATP calcium response change in parental CHO cells; parental CHO-K1, ATP-induced calcium, Fluo-8 fluorescence; inhibition, % at 5.6 µM; 330,000 compounds, 0.63% hits; AID 463079;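 active means inhibition above that plate's mean sample inhibition plus 3 SD, cut at about 26% in these data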;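 further: 0% = ATP-challenged DMSO wells and 100% = DMSO wells without ATP; some compounds past the cut are filed as inactive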
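Test system: parental CHO cells; detection: calcium-sensitive Fluo-8 fluorescence; evaluation: percent inhibition of calcium signal; also added: ATP as calcium-mobilizing challenge; repeats: one well per compound; control set: ATP-challenged DMSO wells low, unchallenged DMSO wells high; compound: single nominal dose of 5.6 µM per compound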
OXTR potentiate: potentiators of human oxytocin receptor. CHO-OTR cells, Fluo-8 calcium fluorescence, potentiator mode; 0% = oxytocin EC15, 100% = EC100. 320,000 compounds, 0.061% hits. P30559. AID 2445. activation, % at 3 µM;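 active means activation above that plate's cutoff, the mean activation of tested compounds plus 3 SD, cut at about 6.6% in these data, passing the limit was not always enough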;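 further: 100% uses oxytocin at 75 nM as the full agonist control; some results filed as inactive read as strong as hits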
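Measured by – Fluo-8 calcium dye fluorescence · Test system – human OTR in CHO cells · Dosing – one concentration, 3.0 µM compound · Controls – EC15 oxytocin alone as 0%, 75 nM oxytocin as 100% · Evaluation – normalized max/min fluorescence ratio, % activation · Timing – 6 min pre-incubation, 100 s read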
V1aR counter: counter-screen for oxytocin receptor agonists: human V1a receptor agonists | activation, % at 3 µM | CHO-V1R cells, Fluo-8 calcium fluorescence, agonist mode; 0% DMSO, 100% 3 nM vasopressin | 320,000 compounds, 0.25% hits | AID 2797 | P37288;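 active means activation above the mean activation of all tested compounds plus 3 SD, per screening run, cut at about 20% in these data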;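 further: signal is peak over basal fluorescence ratio across a 100 second FLIPR read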
CHO-K1 Ca ag: counter-screen for M1 agonists: effect in parental CHO-K1 cells; 360,000 compounds, 0.48% hits; activation, % at 3 µM; AID 602248; Fluo-8 calcium fluorescence; scaled to maximal ATP response, vehicle zero; in the data active means activation above about 15%;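 further: untransfected CHO-K1 host cells lacking M1 receptor as counterscreen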
TAAR1 agonist: agonists of human TAAR1; Q96RJ0; 360,000 compounds, 0.99% hits; activation, % at 3 µM; AID 624467; CHO RD-HGA16 TAAR1, Fluo-8 calcium fluorescence; vehicle wells 0%, saturating PEA agonist 100%;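 active means activation above the mean activation of all test compounds in the run plus 3 SD, cut at about 38% in these data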
Target sequence (Q96RJ0 whole entry, looked up): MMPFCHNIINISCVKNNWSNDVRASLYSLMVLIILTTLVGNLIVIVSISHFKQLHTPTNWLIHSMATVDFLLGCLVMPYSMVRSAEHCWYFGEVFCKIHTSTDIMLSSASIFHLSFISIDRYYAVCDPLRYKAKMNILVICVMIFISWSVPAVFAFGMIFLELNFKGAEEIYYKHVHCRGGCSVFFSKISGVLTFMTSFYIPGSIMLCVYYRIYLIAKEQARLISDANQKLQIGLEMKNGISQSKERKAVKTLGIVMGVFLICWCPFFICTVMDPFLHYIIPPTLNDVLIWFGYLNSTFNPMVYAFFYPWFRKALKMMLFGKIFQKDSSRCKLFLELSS
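Assay system: CHO-derived RD-HGA16 cells with stable Gα16 and human TAAR1; timing: 17-24 h seeding, 75 min 37 °C dye, 30 min RT; read-out: % activation from peak over basal fluorescence ratio, DMSO-to-PEA scaled; measured by: kinetic Fluo-8 calcium fluorescence; benchmarks: low control DMSO, high control PEA (EC100); doses: 3 µM single concentration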
TAAR1 antag: antagonists of human TAAR1; Q96RJ0; CHO RD-HGA16 TAAR1, Fluo-8 calcium fluorescence, antagonist; inhibition, % at 3 µM; 360,000 compounds, 1.5% hits; AID 624466;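 active means inhibition above a per-plate cutoff, the mean inhibition of test compounds on that plate plus 3 SD, cut at about 49% in these data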;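 further: 0% = DMSO plus EC80 beta-PEA response and 100% = DMSO alone without agonist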
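Test system: hTAAR1-expressing CHO RD-HGA16 cells, Gα16-coupled; Probe or stimulus: EC80 β-phenethylamine stimulus; Compound dosing: single nominal final test compound concentration of 3 µM; Timing: 140 s kinetic read after compound, 140 s after agonist; Signal: Fluo-8 calcium-sensitive fluorescence; Measure: % inhibition of agonist calcium response; Controls: DMSO and EC80 PEA controls.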
CHRM1 agonist: human M1 muscarinic receptor agonism; P11229; CHO-K1 hM1, Fluo-8 calcium fluorescence, agonist mode; 0% DMSO, 100% acetylcholine EC100; activation, % at 3 µM; 360,000 compounds, 0.33% hits;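 active means activation above the run's mean compound activation plus 3 SD, cut at about 16% in these data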;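 further: peak over basal fluorescence ratio within a 140 s kinetic read after compound addition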
Target sequence (P11229 whole entry, looked up): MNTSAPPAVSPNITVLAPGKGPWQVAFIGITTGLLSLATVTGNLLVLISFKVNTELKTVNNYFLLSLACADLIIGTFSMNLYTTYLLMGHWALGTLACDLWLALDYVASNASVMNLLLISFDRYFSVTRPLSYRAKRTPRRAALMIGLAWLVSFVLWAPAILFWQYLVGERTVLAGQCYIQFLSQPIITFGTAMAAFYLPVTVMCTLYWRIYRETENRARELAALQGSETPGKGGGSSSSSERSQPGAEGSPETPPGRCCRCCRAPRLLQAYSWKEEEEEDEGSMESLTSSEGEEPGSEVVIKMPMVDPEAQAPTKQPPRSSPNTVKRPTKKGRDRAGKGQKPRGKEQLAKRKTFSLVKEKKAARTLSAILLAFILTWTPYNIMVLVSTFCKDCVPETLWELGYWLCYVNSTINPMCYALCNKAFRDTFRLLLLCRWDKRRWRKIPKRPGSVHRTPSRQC
Starred values were filed as active, the others as inactive; · = not tested or not shown. No enrichment for hits. About 3.3% of those tested had a hit in this group.

canonical_smiles	CHO-K1 Ca ag	CHO-K1 Ca antag	TAAR1 antag	OXTR potentiate	CHO-K1 Ca PAM	CHO parental Ca	V1aR counter	TAAR1 agonist	CHRM1 agonist
COc1ccc(-c2noc(CNC(=O)CCCN3C(=O)[C@H]4CC=CC[C@H]4C3=O)n2)cc1	1.3	-5.0	2.2	-7.8	6.0	-23.6	3.5	0.8	-1.4
O=C(COC(=O)c1cnc(Cl)c(Cl)c1)NCCC1=CCCCC1	1.2	-11.6	3.3	-2.3	6.8	-6.2	0.0	2.2	-4.5
C=CCN1C(=O)C(CC(=O)Nc2ccccc2)SC1=Nc1ccc(S(N)(=O)=O)cc1 (configuration not stated)	4.4	-12.5	43.4	-0.1	13.7	3.6	0.4	22.8	-5.3
COc1ccccc1N1CCN(C(=O)c2cc(C)oc2C)CC1	0.9	21.0	0.1	-3.9	-13.9	-5.8	-0.4	8.8	-3.6
CC(C)S(=O)(=O)c1ccc(C(=O)Nc2ccc(F)cc2F)cn1	1.8	-1.6	15.3	-19.2	-2.6	9.7	1.8	14.4	-1.9
CCN(CC)c1cccc(OC2=NS(=O)(=O)c3ccccc32)c1	1.2	-23.6	3.8	0.9	20.8	2.5	0.9	6.7	-3.5
CC1=CC(C)(C)NC(=S)N1c1cccc2cc(S(=O)(=O)O)ccc12	3.9	1.8	-14.2	-7.6	-7.9	-8.1	0.1	2.7	0.4
CCOc1cc(C#N)c(NC(=O)CSc2nnnn2-c2ccc(OC)cc2)cc1OCC	0.3	-7.4	-7.0	1.7	17.0	-16.7	-0.6	4.0	-6.4
O=C(N1CCOCC1)N1CCN(CC(O)COc2ccc3ccccc3c2)CC1 (configuration not stated)	0.9	-8.4	4.6	-17.0	8.8	7.2	2.8	7.4	-7.4
CC(C)(C)n1nnnc1C(c1cc2ccccc2o1)N1CCOCC1 (configuration not stated)	0.3	-20.6	0.0	·	24.6	·	·	-0.2	·
CN1CCN(c2ccc(NC(=O)COc3ccccc3Cl)cc2)CC1	1.1	-3.5	-18.1	-11.3	8.4	-5.9	2.9	23.9	-6.3
CN(CC(=O)Nc1ccc(F)c(F)c1F)C(=O)c1cc(-c2ccncc2)nc2ccccc12	5.3	8.7	36.1	-10.5	-12.6	-28.8	-0.2	17.5	-3.0
COC(=O)C[C@H]1C[C@H]2c3cc(NC(=O)C4CCC4)ccc3O[C@H]2[C@H](CO)O1	-0.1	0.8	6.0	·	-2.6	·	·	2.9	0.5
Nc1ncnc(Nc2cccc(Cl)c2Cl)n1	0.4	-3.8	-13.8	-0.1	11.7	-1.7	-0.1	3.0	-7.4
O=C(O)c1ccc2c(c1)N(Cc1ccccc1)C(=O)c1ccccc1S2	0.5	-10.1	-18.1	-6.9	14.8	-9.7	-0.5	-1.1	-2.0
COc1ccccc1CNC(=O)[C@H](C)NC(=O)C1CCN(C(=O)[C@H](CCSC)NC(=O)OC(C)(C)C)CC1	0.0	-1.6	10.1	-6.2	13.9	-16.1	0.7	1.7	-2.8
COc1ccc([C@H]2CC(=O)C=C(c3ccc(F)nc3)C2)cc1OC	0.6	-18.1	2.2	-3.2	5.1	-4.7	0.9	7.2	-2.4
COc1cc(C(=O)OCC(=O)NC23CC4CC(CC(C4)C2)C3)cc(OC)c1OC	2.3	-9.7	-14.5	·	10.3	·	·	1.3	-4.0
Cc1ccc(C2C(C#N)C(C#N)N3CCCN23)cc1 (configuration not stated)	0.3	15.4	6.7	-2.3	-5.6	-3.3	1.4	10.7	-1.2
CCc1nc(SCC(=O)Nc2ccccc2OC)c2c(C)c(C)sc2n1	0.7	-28.7	11.1	-9.9	30.6	-50.2	0.2	0.4	-2.8
CNC(=O)COc1coc(CN2CCN(c3ccccc3OC)CC2)cc1=O	1.3	-12.6	-7.0	-3.1	10.9	0.6	0.1	-0.1	-2.7
COc1ccc(CC(=O)NCC(=O)N/N=C/c2ccc(C)o2)cc1	-0.7	0.4	-16.8	1.9	13.5	-3.3	0.3	4.8	-6.9
NC1=NC(=Nc2cccc(S(N)(=O)=O)c2)c2ccccc21	0.6	-12.3	-1.6	2.6	15.6	-5.5	0.3	-3.4	-2.4
COc1ccc(OC)c2sc(NC(=O)c3ccc(S(=O)(=O)N(C)C)cc3)nc12	1.5	4.9	20.3	-5.6	14.7	4.7	13.7	14.6	4.8
O=C(COc1ccccc1)Nc1c(Cl)ccc2nsnc12	3.0	-16.4	9.4	-9.3	6.0	7.6	1.0	1.6	-4.0
O=C(CSc1nnc(Cc2cccs2)n1-c1ccc(Cl)cc1)NCc1ccc2c(c1)OCO2	0.0	8.8	0.4	-5.9	10.2	-15.8	0.0	6.8	-2.2
COC(=O)c1cccc(S(=O)(=O)N2CCOCC2)c1	0.1	-9.6	11.0	-2.6	-13.8	-6.6	-0.3	1.7	-3.4
Cc1cccc(S(=O)(=O)Nc2nc3ccccc3nc2OC(C)C)c1	1.8	-11.8	-17.8	-6.8	-5.1	-2.5	-1.4	3.6	-3.0
Nc1nonc1-n1nnc(C(=O)N/N=C/c2cccnc2)c1CSc1ccc(Cl)cc1	15.7*	-3.6	56.3*	-7.7	14.2	-0.4	20.9*	20.4	3.4
CN1CCN(C(=O)c2ccc(CNS(=O)(=O)c3ccc(F)c(Cl)c3)cc2)CC1	0.1	16.5	-11.4	·	-9.2	·	·	6.5	-4.2
O=C(NCc1ccco1)C1CCN(c2nc3ccccc3n2Cc2ccc(F)cc2)CC1	3.5	-4.1	27.2	-8.6	19.9	-16.0	1.2	4.1	-5.8
CCOC(=O)C1=C(CSc2nc3ccccc3s2)NC(=O)NC1c1cc(C)ccc1C (configuration not stated)	-0.2	-7.9	1.1	-10.1	4.6	-28.7	1.2	-1.5	-5.6
CCc1cc2c(=O)n(Cc3ccco3)c(SCC(=O)N3CCCc4ccccc43)nc2s1	0.3	-18.2	-10.8	-11.3	19.8	-23.3	1.5	2.1	-4.4
CC(C)c1cc(CN2CCN(Cc3ccc(F)c(F)c3)C(CCO)C2)[nH]n1 (configuration not stated)	0.1	7.6	-21.2	-15.3	3.7	-19.4	0.9	2.5	-8.6
CCn1ccnc1CNC(=O)CC1C(=O)NCCN1Cc1ccccc1F (configuration not stated)	0.2	-7.1	-24.1	-0.2	9.0	0.1	0.9	1.8	-4.5
COc1ccc(C(C(=O)NC2CCCCC2)N(C(=O)CCl)c2ccccc2Cl)cc1 (configuration not stated)	0.1	-7.5	2.3	4.7	-6.2	1.7	0.4	0.2	2.6
CCOC(=O)c1c(-c2ccc(C)cc2)cn2ccccc12	-0.7	-19.0	-9.7	0.9	16.2	-23.1	-1.7	-1.6	-5.7
Cc1coc2c(C)c3oc(=O)c(CCC(=O)N4CCC(C(=O)NCCCC(=O)O)(c5ccccc5)CC4)c(C)c3cc12	0.6	-11.3	-17.0	-7.3	2.2	-9.6	-0.7	0.9	-1.4
O=C(NN=Cc1ccccc1C(=O)O)c1ccc(NS(=O)(=O)c2cccs2)cc1	0.7	-9.3	-12.7	-2.9	21.4	-1.5	0.3	2.3	-5.3
CCC1CCCCN1Cc1ccc(N)cc1 (configuration not stated)	0.0	-7.0	5.5	-16.1	4.2	4.3	0.0	1.9	-5.3
COc1cccc(CNc2ccc3[nH]c(=O)[nH]c3c2)c1OCc1ccccc1Cl	4.5	-8.6	16.8	-16.7	30.8	-6.1	0.7	0.2	3.2
CN(C)c1ccc(NC(=O)c2ccc3nc[nH]c3c2)cc1	0.0	-6.4	-19.5	-0.3	3.5	-23.4	0.2	-0.1	-1.2
COc1ccc(OCCn2c(N)nc3ccccc32)cc1	2.0	9.6	3.5	-7.2	4.2	-6.4	4.1	1.6	-3.6
O=C1COc2ccc(C(=O)COC(=O)COc3ccccc3[N+](=O)[O-])cc2N1	7.5	-12.2	27.8	-6.6	3.1	0.5	10.6	11.2	0.7
COc1ccccc1S(=O)(=O)Nc1ccc2cn[nH]c2c1	0.1	-5.1	-0.3	-7.8	20.4	2.1	3.4	4.5	-4.9
CCc1ccc(-c2ccc(C(=O)C(F)(F)F)[nH]2)cc1	1.1	-4.0	7.5	-17.4	12.2	-2.2	-0.1	-1.0	-4.8

Of the compounds above, three contain a COOH group.
canonical_smiles	CHO-K1 Ca ag	CHO-K1 Ca antag	TAAR1 antag	OXTR potentiate	CHO-K1 Ca PAM	CHO parental Ca	V1aR counter	TAAR1 agonist	CHRM1 agonist
O=C(O)c1ccc2c(c1)N(Cc1ccccc1)C(=O)c1ccccc1S2	0.5	-10.1	-18.1	-6.9	14.8	-9.7	-0.5	-1.1	-2.0
Cc1coc2c(C)c3oc(=O)c(CCC(=O)N4CCC(C(=O)NCCCC(=O)O)(c5ccccc5)CC4)c(C)c3cc12	0.6	-11.3	-17.0	-7.3	2.2	-9.6	-0.7	0.9	-1.4
O=C(NN=Cc1ccccc1C(=O)O)c1ccc(NS(=O)(=O)c2cccs2)cc1	0.7	-9.3	-12.7	-2.9	21.4	-1.5	0.3	2.3	-5.3
